Compound activity deposited in PubChem BioAssay by several laboratories.
Y pestis TopoI = inhibitors of Yersinia pestis topoisomerase I; activity, % at 10 µM; hit rate 0.064% among 360,000; Y. pestis Topo-I cleavage product accumulation, plate reader; in the data active means activity above about 50%, passing the limit was not always enough; further: inactives centre near 2
SSB-PriA inh = K. pneumoniae PriA-SSBct interaction inhibition; AlphaScreen SSBct-PriA binding, biotinylated peptide; inhibition, % at 33 µM; hit rate 0.6% among 430,000; in the data active means inhibition mostly above about 37%, no sharp cut-off; inactive means mostly below about 20%;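 further: plate controls were negative control peptide for no effect and reference peptide for full effect; strong numbers were not always called active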
Vc quorum ag = inducers of Vibrio cholerae quorum light production without autoinducers | hit rate 0.16% among 350,000 | AID 588436 | V. cholerae BH1578 lux reporter, luminescence, 6 h | activation, % at 18.7 µM; in the data active means activation mostly above about 9.7%, no sharp cut-off; further: not every result past the cut was called active; inactives centre near 0; reference of the scale not given here
Rv3671c protease = inhibitors of M. tuberculosis serine protease Rv3671c | P9WHR9 | inhibition, % at 5.96 µM | hit rate 0.048% among 320,000 | AID 2606; in the data active means inhibition above about 38%;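 further: extracellular domain of Rv3671c used as enzyme; 0% = enzyme with DMSO and 100% = no enzyme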
Target sequence (P9WHR9 whole entry, looked up, the tested form may be a part): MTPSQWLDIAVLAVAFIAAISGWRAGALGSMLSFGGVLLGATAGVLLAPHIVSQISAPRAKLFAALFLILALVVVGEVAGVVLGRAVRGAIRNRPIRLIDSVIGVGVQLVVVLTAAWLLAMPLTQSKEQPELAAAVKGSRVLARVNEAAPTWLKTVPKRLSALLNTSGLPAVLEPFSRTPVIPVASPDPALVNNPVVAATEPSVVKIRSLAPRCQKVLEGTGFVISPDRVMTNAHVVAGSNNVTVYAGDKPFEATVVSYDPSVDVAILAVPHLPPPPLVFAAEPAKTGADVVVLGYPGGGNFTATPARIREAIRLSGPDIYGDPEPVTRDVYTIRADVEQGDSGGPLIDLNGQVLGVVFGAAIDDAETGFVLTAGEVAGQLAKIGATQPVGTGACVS
DUSP3 inh = blocks human VHR1 dual specificity phosphatase. inhibition, % at 13.3 µM. AID 1654. P51452. recombinant VHR phosphatase, pNPP absorbance. hit rate 0.52% among 290,000; in the data active means inhibition above about 50%; further: some compounds called inactive have numbers as strong as hits
Target sequence (P51452 whole entry, looked up): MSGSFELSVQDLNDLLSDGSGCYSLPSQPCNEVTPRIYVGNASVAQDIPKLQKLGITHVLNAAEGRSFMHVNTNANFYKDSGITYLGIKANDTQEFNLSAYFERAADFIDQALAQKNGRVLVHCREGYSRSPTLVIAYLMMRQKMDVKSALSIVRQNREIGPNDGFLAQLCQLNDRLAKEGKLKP
SARS 3CLpro inh = SARS-CoV 3CLpro protease inhibition | recombinant SARS-CoV 3CLpro, quenched FRET peptide cleavage | inhibition, % at 6 µM | hit rate 0.14% among 290,000; in the data active means inhibition above about 12%
TcdB GH inh = blocks C. difficile toxin B glycohydrolase activity | hit rate 0.24% among 350,000 | TcdB glycohydrolase enzymatic assay, plate reader | inhibition, % at 9.99 µM; in the data active means inhibition above about 10%
MazF activator = increases E. coli MazEF RNase cleavage of RNA; P0AE70; FAM/BHQ RNA-DNA oligo cleavage fluorescence, 5 h; activation, % at 20 µM; hit rate 0.32% among 350,000; AID 504720; in the data active means activation above about 50%
Target sequence (P0AE70 whole entry, looked up): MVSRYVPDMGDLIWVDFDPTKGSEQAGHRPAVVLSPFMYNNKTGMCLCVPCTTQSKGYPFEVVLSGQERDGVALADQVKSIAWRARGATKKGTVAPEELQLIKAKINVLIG
CCHF vOTU inh = CCHFV vOTU protease inhibition; Pep-AMC fluorescence; AID 651958; inhibition, % at 11.5 µM; hit rate 0.55% among 370,000; in the data active means inhibition above about 30%; further: 0% = vehicle wells with enzyme and 100% = no enzyme wells
PrPC surface inh = inhibitors of human cell surface prion protein PrPC; P04156; TR-FRET read-out; inhibition, % at 13.8 µM; hit rate 0.43% among 370,000; AID 720596; in the data active means inhibition above about 24%; further: 0% = median of the test wells and 100% = reference compound wells
* marks the source's active call; other numbers are inactive results; i = inactive; x = no result given; & = joins results of further samples.

SMILES	Y pestis TopoI	SSB-PriA inh	Vc quorum ag	Rv3671c protease	DUSP3 inh	SARS 3CLpro inh	TcdB GH inh	MazF activator	CCHF vOTU inh	PrPC surface inh
O=C1c2ccsc2SCCN1Cc1cccc(F)c1	3	-6	i	0	18	-3	3.0	-4	-12	-2
CCCN(C(=O)COC(=O)c1[nH]c(C)c(C(=O)OC)c1C)c1c(N)n(Cc2ccccc2)c(=O)[nH]c1=O	10	-1	2.0	-1	x	x	1.0	-9	-4	5
CCn1cc(CNC(=O)CC2C(=O)NCCN2CC(c2ccccc2)c2ccccc2)cn1 (configuration not stated)	7	-11	1.6	-3	28	-4	0.4	-3	-13	-15
CCCCn1c(SCC(=O)Nc2cc(C)on2)nc2ccsc2c1=O	-3	-21	i	-10	-14	-4	x	7	-8	7
COc1ccc(OC)c(C(=O)CSc2nnnn2C)c1	-5	12	-0.7	-10	7	0	x	8	19	-4
O=C(NCCN1CCOCC1)c1ccc(F)cc1	11	3	-0.7	6	10	-4	x	8	5	2
CCCSc1nc(N)c(C#N)c(-c2ccc(C)cc2)c1C#N	32	-10	i	-8	2	-3	x	0	11	1
CCN1C(=O)[C@H]2[C@@H](c3ccc(-c4ccc(OC)cc4)cc3)N3CCC[C@@]3(C(=O)OC)[C@H]2C1=O	17	-6	-0.5	-3	x	x	-3.9	0	8	4
Cn1c(SCC(=O)N2CCN(Cc3ccccc3)CC2)nnc1-c1ccncc1	-1	0	-0.4	0	6	0	x	-11	-2	0
CN1CCN(CCCCOc2cccc3ccccc23)CC1	4	4	i	8	x	0	2.6	-1	1	-4
Cc1nn(C)cc1/C=N/NC(=O)c1sc2ccccc2c1Cl	5	x	-0.1	-1	8	-7	x	6	13	3
[O-][N+](=Cc1ccccc1)CC1(O)CCCCC1	0	x	i	x	x	x	0.8	0	-14	4
CC12CC(NC(=O)N1c1cccc(C(=O)NCc3ccc4c(c3)OCO4)c1)c1cc(Cl)ccc1O2 (configuration not stated)	8	10	-6.7	-8	16	5	x	-18	9	0
Cc1ccc2nc(C)c(C(=O)NN=C3CCN(C)CC3)n2c1	7	6	-0.5	1	-2	5	-3.8	6	-6	5
COc1cc(-c2noc(CCCC(=O)NC3CCCCC3)n2)cc(OC)c1OC	-2	10	-0.2	-6	21	7	x	-2	-8	2
CCC1=[N+](CC(=O)c2ccc(C)cc2)CCn2cccc21	-5	-2	i	7	27	4	x	-9	-3	-5
CCOC(=O)c1ccc(Nc2nnc(C)c3ccccc23)cc1	11	-1	-0.5	-8	25	2	1.7	9	3	3
COc1ccc(S(=O)(=O)N2CCC3(CC2)OCCO3)cc1	6	-11	-0.3	0	26	-2	0.0	-3	-9	1
C=CC(COCc1ccccc1)N([C@@H](Cc1ccccc1)C(=O)OC)S(=O)(=O)c1ccccc1Br (some centres not stated)	6	-10	-0.3	2	x	x	1.1	1	7	9
COc1ccc(CN(C)C(=O)c2ccc(NS(=O)(=O)c3ccc4[nH]c(=O)[nH]c4c3)cc2)c(OC)c1OC	-2	-8	-3.2	-2	x	x	1.7	2	2	-7
CCCOc1ccc(/C(O)=C2/C(=O)C(=O)N(CCCn3ccnc3)C2c2ccco2)cc1 (configuration not stated)	1	x	3.0	3	25	3	x	2	-1	2
Cc1noc(NS(=O)(=O)c2ccc(NC(=O)C34CC5CC(C3)CC(n3cnc(Br)n3)(C5)C4)cc2)c1C	-3	-8	1.0	-5	-1	1	-1.0	2	-4	1
Cc1ccc(C)c(N/C=C(\C#N)c2nc3ccccc3o2)c1	4	3	-0.3	1	x	-11	x	0	5	0
CC1=C(C(=O)Nc2ccccc2C(=O)N2CCN(c3ccccc3)CC2)SCCO1	4	x	-5.9	x	x	x	0.2	6	0	-6
Oc1ccc(/C=N/n2c(C3CCCCC3)n[nH]c2=S)c(O)c1	-4	x	-0.6	-3	2	2	1.5	-13	6	-2
CCN(CC)S(=O)(=O)c1ccc(N/N=C/c2cccnc2)nc1	4	i	i	11	17	-6	1.0	-5	10	2
C[C@H](CO)N1C[C@H](C)[C@@H](CN(C)S(=O)(=O)c2cccc(C#N)c2)OCc2cn(nn2)CCCC1=O	4	x	i	x	x	x	1.3&-0.2	12	-5	-5
CC1CCCCN1C(=O)CNCC1CCCO1 (configuration not stated)	-4	-1	-0.3	0	20	-1	-5.0	7	-1	-1
CCn1cnc2sc(C(=O)Nc3ccc4c(c3)OCO4)c(C)c2c1=O	-4	-11	i	5	-2	0	x	9	21	10
O=C(Nc1ccncc1)c1ccc(Cl)c([N+](=O)[O-])c1	-6	5	i	0	22	5	0.5	9	-5	-36
C=CCNC(=O)CN1C2CCCC1CC(NC(=O)c1ccccc1C)C2 (configuration not stated)	7	-13	i	0	-18	0	x	6	-1	-6
O=C(O)c1cc(-c2ccc(Cl)cc2)n(-c2ccc(Cl)cc2)n1	9	-5	i	-4	24	6	2.1	-6	14	8
CC(=O)c1ccc(NC(=O)c2cc(CC(C)C)on2)cc1	1	6	-1.6	2	-2	-5	-2.0	0	10	10
CCS(=O)(=O)c1nc(S(=O)(=O)c2ccc(C)cc2)c(N2CCCC(C)C2)s1 (configuration not stated)	6	-2	0.9	-8	-6	1	-2.0	2	21	8
Cn1ccnc1SCC(=O)Nc1ccc2c(c1)OCO2	1	-18	-1.4	-2	-3	3	0.7	8	-8	12
CC(=O)c1cccc(NS(=O)(=O)c2c(C)noc2C)c1	1	-5	-0.8	5	6	-6	x	8	-3	6

Just PrPC surface inh, for some of the entries so far:
| molecule | PrPC surface inh |
| --- | --- |
| CC(=O)c1cccc(NS(=O)(=O)c2c(C)noc2C)c1 | 6 |
| CCCSc1nc(N)c(C#N)c(-c2ccc(C)cc2)c1C#N | 1 |

Next compounds
SMILES	Y pestis TopoI	SSB-PriA inh	Vc quorum ag	Rv3671c protease	DUSP3 inh	SARS 3CLpro inh	TcdB GH inh	MazF activator	CCHF vOTU inh	PrPC surface inh
COc1ccc(S(=O)(=O)N2CCOCC2)cc1C(C)C	-4	-16	-2.2	-2	8	-2	x	3	3	5
Cc1cccc(-n2ncc3c(NCc4ccccc4)ncnc32)c1	3	-9	-0.3	-9	7	3	0.8	-3	3	6
CC(=O)NS(=O)(=O)c1ccc(N=c2ssc3c2-c2ccc(C)cc2NC3(C)C)cc1	3	20	-0.1	0	2	4	x	-4	5	-4
O=S1(=O)CC(N2CCOCC2)c2ccccc21 (configuration not stated)	-6	-8	0.7	-9	17	-2	x	11	7	-1
O=C1OCC2=C1C(c1ccc(Cl)cc1)c1cc3c(cc1O2)OCO3 (configuration not stated)	-3	-7	-1.0	x	x	x	-1.6	1	5	3
O=[N+]([O-])c1ccc(Cl)c(C2Nc3cccc4cccc(c34)N2)c1	-5	25	i	10	20	-1	x	16	20	-15
COc1ccc(NC(=O)C(C)(C)Oc2ccc(Cl)cc2)cn1	-3	-12	-1.3	-3	x	x	-0.5	6	-8	-6
O=C(Cn1cc(C(F)(F)F)ccc1=O)N/N=C/c1ccc(F)cc1	-4	x	5.2	-10	-2	-2	-0.5	3	-1	2
Cc1ccc2c(c1)oc(=O)n2CC(=O)c1ccccc1	2	0	i	7	2	-9	0.4	-7	-3	7
CN=Cc1nc(-c2ccccc2)oc1O	6	8	0.7	-5	4	2	x	-6	24	-9
Cc1cc(C(=O)N/N=C/c2cccs2)n[nH]1	1	x	i	5	-8	3	1.1	4	-1	-4
COc1cc(C(=O)NCC(c2cccnc2)N2CCN(C)CC2)cc(OC)c1OC (configuration not stated)	-1	-8	-3.8	-9	29	-4	x	-2	2	10
C=CCn1c(SCC(O)Cn2c3ccccc3c3ccccc32)nnc1-c1ccco1 (configuration not stated)	-2	13&15	-0.7	-12	15	6	x	8	12	1
N#Cc1cc2ccccc2nc1SCC(=O)Nc1ccccc1N1CCOCC1	4	-9	-1.0	-30	4	5	x	51*	-12	0
CN1C(=O)NC(=O)C(N=Nc2ccc(Cl)cc2)C1=O (configuration not stated)	0	3	-4.3	x	x	x	1.2	-32	19	-37
CCCCNC(=O)c1nnn(-c2ccccc2)c1N	-2	-1	i	5	13	1	x	-1	7	2
O=C(NNC(=O)c1ccc2c(=O)n3c(nc2c1)CCC3)c1ccc(Cl)cc1	2	4	i	-5	x	x	0.1	4	-8	0
CCOC(=O)C1CCCN(CC(=O)Nc2c(C(=O)OC)[nH]c3ccccc23)C1 (configuration not stated)	6	-11	i	2	39	0	x	-3	-1	3
CCOCCCn1c(C)nc2c[n+](CC(=O)c3ccc4ccccc4c3)cc(Br)c21	4	1	i	-9	13	2	2.1	7	-25	-18
O=C(NCC1CCN(C(=O)c2c(F)c(F)c(F)c(F)c2F)CC1)c1c(F)c(F)c(F)c(F)c1F	-6	-3	-0.6	x	11	1	-2.2	3	0	2
CCCCNC(=O)C1CC(c2cccc([N+](=O)[O-])c2)=NO1 (configuration not stated)	-3	2	0.0	0	28	6	0.6	-2	-9	-14
CC(=O)Nc1ccc(C(=O)OCC(=O)N(c2ccccc2)C2CCCCC2)cc1	32	-10	i	-2	x	x	1.5	3	16	-1
O=C(NCCCN1CCOCC1)c1cc2ccccc2cc1O	1	1	-2.0	4	x	x	0.1	-1	2	-2
c1coc(CNc2nc3ccccc3n2CCN2CCOCC2)c1	-1	3	5.0	3	7	-2	x	5	-14	-5

Whole records, quoted from the list:
`CCCCNC(=O)C1CC(c2cccc([N+](=O)[O-])c2)=NO1` (configuration not stated) across the screens: Y pestis TopoI = -3; SSB-PriA inh = 2; Vc quorum ag = 0.0; Rv3671c protease = 0; DUSP3 inh = 28; SARS 3CLpro inh = 6; TcdB GH inh = 0.6; MazF activator = -2; CCHF vOTU inh = -9; PrPC surface inh = -14
`C=CCn1c(SCC(O)Cn2c3ccccc3c3ccccc32)nnc1-c1ccco1` (configuration not stated) across the screens: Y pestis TopoI = -2; SSB-PriA inh = 13&15; Vc quorum ag = -0.7; Rv3671c protease = -12; DUSP3 inh = 15; SARS 3CLpro inh = 6; TcdB GH inh = x; MazF activator = 8; CCHF vOTU inh = 12; PrPC surface inh = 1
`O=C(NNC(=O)c1ccc2c(=O)n3c(nc2c1)CCC3)c1ccc(Cl)cc1` across the screens: Y pestis TopoI = 2; SSB-PriA inh = 4; Vc quorum ag = i; Rv3671c protease = -5; DUSP3 inh = x; SARS 3CLpro inh = x; TcdB GH inh = 0.1; MazF activator = 4; CCHF vOTU inh = -8; PrPC surface inh = 0

Carrying on:
SMILES	Y pestis TopoI	SSB-PriA inh	Vc quorum ag	Rv3671c protease	DUSP3 inh	SARS 3CLpro inh	TcdB GH inh	MazF activator	CCHF vOTU inh	PrPC surface inh
CCSc1nnc2c(n1)OC(c1ccc(C(=O)O)cc1)N(C(C)=O)c1ccccc1-2 (configuration not stated)	-3	2	-0.3	-3	13	-3	-0.1	-12	12	-15
Cc1cc2nc(C3CCN(Cc4nnnn4Cc4ccccc4)CC3)[nH]c2cc1C	22	4	-0.3	-11	14	-3	-0.3	-1	4	1
Cc1ccc(NC(=O)CO/N=C(\N)c2nonc2N)cc1C	3	i	-1.3	-8	10	-1	-0.2	8	-4	5
O=C(N=C1SC2CS(=O)(=O)CC2N1c1ccccc1C(F)(F)F)C1CCCO1 (configuration not stated)	2	-4	3.3	-2	-9	0	-0.8	4	-7	6
O=C(O)c1sc2cc(C(F)(F)F)cnc2c1-c1ccccn1	-5	-2	-0.1	11	21	-3	1.1	4	17	10
CCOc1cc(C(=O)NCCN2CCOCC2)cc(OCC)c1OCC	0	-7	-1.7	5	13	3	x	3	5	-5
Cc1cccc(C2NC(=O)c3ccccc3N2)c1 (configuration not stated)	9	-3	i	x	x	x	-0.2	9	6	-6
NNc1ncnc2c1cnn2-c1ccccc1	-1	64*	i	-1	15	-4	x	3	1	3
COc1ccc(S(=O)(=O)N2CN(CCc3ccc(OC)c(OC)c3)c3nc4ccccc4nc32)cc1	29	-10	-0.1	-8	12	5	1.0	1	-2	-5
CC(=O)c1c(C)n(CCO)c2ccc(O)cc12	1	-3	-3.8	-3	27	2	-0.9	-1	-16	4
CCOc1ccc(NC(=O)CSc2nncc(=O)n2N)cc1	-5	-11	-0.1	-3	31	-1	1.5	-7	-1	-3
C/C(=N/NC(=O)CSc1ccccn1)c1ccc([N+](=O)[O-])cc1	4	x	-0.6	4	-2	5	1.8	8	-2	-1

An excerpt; count on the stated rates, not on these rows.
